Compound activity (PubChem)
CXCR6 block: blocks human CXCR6 beta-arrestin recruitment; O00574; CHO-K1 PathHunter CXCR6 beta-arrestin, luminescence; inhibition, % at 20 µM; 360,000 tested, 0.36% active; AID 602244; in the data active means inhibition above about 34%, passing the limit was not always enough;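 further: antagonist mode with CXCL16 agonist at 10 nM final; 0% = 10 nM CXCL16 with DMSO and 100% = unstimulated wells without agonist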
XBP1 UPR activ: activators of adaptive arm of unfolded protein response (XBP1); CHO-XBP1 luciferase reporter, IRE1-XBP1 UPR activation, luminescence; percent of tunicamycin response, DMSO as zero; activation, % at 20 µM; 330,000 tested, 0.33% active; AID 463104;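 active means versus positive control, 20 µM dose yields 30% or more activation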;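 further: 100% = tunicamycin at 10 µg/mL and 0% = DMSO only wells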
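Material: CHO cell line with stable XBP1 luciferase reporter; buffer or medium: F12 medium containing 10% fetal bovine serum; compound: single point, 20 µM final compound, 1% DMSO; incubation: 6 h treatment, 37 °C; measured by: glow luminescence from Steady-Glo reagent; evaluation: activation, % of tunicamycin; control set: tunicamycin high, DMSO low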
tim23-1 inh: tim23-1 yeast growth inhibition; inhibition, % at 20 µM; AID 463212; 330,000 tested, 1.3% active; S. cerevisiae tim23-1 growth, BacTiter-Glo luminescence, 24 h;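 active means growth inhibition of the mutant yeast at or above 50%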;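 further: temperature-sensitive mutant grown at 25 °C; plate controls were DMSO-treated mutant yeast for no effect and medium wells lacking yeast for full effect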
CHOP UPR activ: activators of apoptotic arm of unfolded protein response (CHOP); CHO-CHOP luciferase reporter, UPR activation, luminescence; percent of tunicamycin response over DMSO baseline; activation, % at 10 µM; 330,000 tested, 0.34% active;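 active means at 10 µM dose, activation of 40% or more, normalized to positive control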;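 further: 100% = tunicamycin at 10 µg/mL and 0% = DMSO alone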
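Dosing – one dose, 10 µM in 0.5% DMSO · System – CHO-CHOP cells, stable luciferase reporter of PERK-eIF2a-CHOP signalling · Input – 500 cells/well · Control set – tunicamycin 10 µg/mL final as positive, DMSO-only wells as negative · Timing – 6 h compound treatment, 37 °C · Measure – % activation vs tunicamycin · Technique – luminescence read with Steady-Glo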
EBI2 block: blocks human EBI2 receptor beta-arrestin signaling. AID 651636. 360,000 tested, 0.81% active. P32249. inhibition, % at 5 µM. EBI2 beta-arrestin recruitment, luminescence, 7a,25-OHC stimulated; in the data active means inhibition above about 38%;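 further: enzyme fragment complementation signal reports receptor beta-arrestin coupling in cells; 0% = agonist plus DMSO wells and 100% = wells without agonist; some results beyond the cut were filed as inactive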
CCR6 antagonist: CCR6 (human) receptor antagonism; P51684; CHO-K1 CCR6 PathHunter beta-arrestin, luminescence, CCL20-stimulated; inhibition, % at 20 µM; 340,000 tested, 0.49% active;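 active means compounds whose inhibition of the agonist-driven luminescence signal at 20 µM reaches about 50%, limit read from the data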;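 further: cells stimulated with CCL20 at 14 nM final; plate controls were DMSO with CCL20 for no effect and DMSO without agonist for full effect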
APJ antagonist: APJ receptor antagonism; P35414; CHO-K1 APJ beta-arrestin complementation, luminescence; inhibition, % at 20 µM; 330,000 tested, 0.32% active; AID 2521;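 active means inhibition above about 40% at 20 µM, limit read from the data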;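 further: cells challenged with 10 nM apelin-13 agonist together with compound; plate controls were apelin-13 plus DMSO wells for no effect and DMSO wells lacking apelin-13 for full effect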
APJ agonist: agonists of human APJ apelin receptor; P35414; CHO-K1 APJ PathHunter beta-arrestin, luminescence; 0% DMSO wells, 100% apelin; activation, % at 20 µM; 330,000 tested, 0.11% active;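 active means activation more than six SD over the plate average, tested at 20 µM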;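 further: 0% = DMSO alone and 100% = apelin-13 at 10 nM; some results filed as inactive read as strong as hits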
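Assay system: CHO-K1 APJ beta-arrestin complementation cell line / Compound: single test compound dose, 20 µM final, 1% DMSO / Times: overnight seeding, 90 min compound at 25 °C, 1 h detection / Technique: beta-gal luminescence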
Mdm2 MdmX PPI: inhibitors of human Mdm2/MdmX interaction; O15151+Q00987; SaOS-2 split-luciferase Mdm2/MdmX complementation, luminescence; inhibition, % at 8 µM; 330,000 tested, 3% active;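 active means inhibition of at least 50% at 8 µM in the primary screen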
Target sequence (O15151 whole entry, looked up): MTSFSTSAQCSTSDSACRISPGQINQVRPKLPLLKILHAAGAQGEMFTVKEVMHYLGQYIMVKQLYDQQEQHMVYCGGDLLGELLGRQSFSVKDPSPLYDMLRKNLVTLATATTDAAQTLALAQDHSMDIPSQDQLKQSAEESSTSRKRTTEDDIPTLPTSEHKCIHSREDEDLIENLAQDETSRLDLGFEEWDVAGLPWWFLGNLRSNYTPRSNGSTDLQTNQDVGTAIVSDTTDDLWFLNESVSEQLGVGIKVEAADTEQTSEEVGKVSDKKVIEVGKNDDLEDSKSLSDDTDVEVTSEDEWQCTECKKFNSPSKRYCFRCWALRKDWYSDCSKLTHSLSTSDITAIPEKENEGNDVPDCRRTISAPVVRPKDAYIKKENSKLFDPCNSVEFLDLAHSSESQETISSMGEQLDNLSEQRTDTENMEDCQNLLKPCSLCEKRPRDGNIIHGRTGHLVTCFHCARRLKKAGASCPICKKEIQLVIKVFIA
Target sequence (Q00987 whole entry, looked up): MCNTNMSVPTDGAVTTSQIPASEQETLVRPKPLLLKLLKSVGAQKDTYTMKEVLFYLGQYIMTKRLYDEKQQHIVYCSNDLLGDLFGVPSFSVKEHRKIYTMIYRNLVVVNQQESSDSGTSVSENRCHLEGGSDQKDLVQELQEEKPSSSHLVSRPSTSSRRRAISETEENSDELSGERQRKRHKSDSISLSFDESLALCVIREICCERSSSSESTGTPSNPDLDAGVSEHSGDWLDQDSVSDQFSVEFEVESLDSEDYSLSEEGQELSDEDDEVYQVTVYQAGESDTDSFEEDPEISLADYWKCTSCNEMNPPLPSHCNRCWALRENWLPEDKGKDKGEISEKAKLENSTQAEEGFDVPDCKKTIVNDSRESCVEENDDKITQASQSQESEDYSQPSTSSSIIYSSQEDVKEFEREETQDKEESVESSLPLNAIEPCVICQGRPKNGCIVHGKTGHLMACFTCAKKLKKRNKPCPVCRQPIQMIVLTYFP
* = called active by the depositor. The list is partial; rates above refer to the full screens.

SMILES	CXCR6 block	XBP1 UPR activ	tim23-1 inh	CHOP UPR activ	EBI2 block	CCR6 antagonist	APJ antagonist	APJ agonist	Mdm2 MdmX PPI
COc1ccc(N2C(=O)CC(SCCc3nc4ccccc4[nH]3)C2=O)cc1 (stereo unspecified)	1	1	21	-0.8	0	-3	-18	-3	2
CCOc1ccc(S(=O)(=O)Nc2cccc(C(=O)NCC3(N4CCCCC4)CCCCC3)c2)cc1	16	67*	-2	2.0	6	1	12	-7	67*
c1ccc(CN2CN=C(Nc3nc4ccccc4s3)NC2)cc1	2	2	0	3.7	0	-11	9	0	0
CCc1ccc(-c2nc(CN3CCC(C(=O)NCc4ccccc4OC)CC3)c(C)o2)cc1	2	5	14	3.2	3	10	18	-2	57*
CN1CCN(c2ccc(S(=O)(=O)N3CCCCC3)cc2NC(=O)Cc2c(F)cccc2Cl)CC1	-5	-1	-9	0.2	7	2	11	-1	29
CN(Cc1c(C(=O)N/N=C/c2ccc(O)cc2)nnn1-c1nonc1N)c1ccccc1	-13	-5	-2	-2.2	-4	-11	3	3	-2
CC(Oc1ccc(F)cc1)C(=O)Nc1cc(S(=O)(=O)N2CCCCC2)ccc1N1CCOCC1 (stereo unspecified)	11	3	15	-1.9	5	12	3	-1	-34
O=C(COc1ccc(Cl)cc1)NC1CCSC1=O (stereo unspecified)	0	0	-12	-1.3	0	5	8	-4	10
CN(CC(=O)Nc1ccccc1Cl)C(=O)COC(=O)/C=C/c1cccc(C(F)(F)F)c1	-1	-1	11	-0.1	2	4	8	-3	-5
CC1CCCN(C(=O)COC(=O)c2cccc(NS(=O)(=O)c3ccccc3)c2)C1 (stereo unspecified)	2	0	-1	0.2	-1	10	17	-2	20
CC(C)(C)C(=O)Nc1nnc(Cc2ccccc2)s1	-4	-2	19	-1.1	-14	8	5	-1	0
Cc1cccc(C(=O)Nc2cccc(S(=O)(=O)NCc3ccco3)c2)c1	10	-4	18	1.8	11	17	1	-4	8
Cc1sc2ncnc(N3CCC(C(=O)Nc4cc(S(C)(=O)=O)ccc4Cl)CC3)c2c1C	-13	-1	12	-0.5	1	6	4	3	42
CCN(CC)S(=O)(=O)c1cccc(C(=O)NC(C(=O)Nc2nnc(C3CC3)s2)C(C)C)c1 (stereo unspecified)	0	-3	7	-0.7	-5	9	-5	-1	6
COCCCNC(=O)/C=C1\Sc2ccccc2N(Cc2ccccc2F)C1=O	-2	-1	40	3.4	22	8	-15	1	88*
COc1ccc(NC(=O)CCCN2C(=O)CCC2=O)cc1Cl	-11	4	4	-1.6	1	-32	-16	3	3
CC(C)CCNC(=O)C(=O)Nc1cc2c3c(c1)CCC(=O)N3CCC2	-4	-1	-38	-0.9	-8	9	6	-1	13
O=C(Cn1cnc2cc([N+](=O)[O-])ccc2c1=O)Nc1ccc(Br)cc1	-11	-2	10	0.4	-19	-3	-16	9	27
N#C/C(=C(/O)c1ccc(Cl)cc1)c1nc2ccccc2[nH]1	9	0	-15	8.1	2	22	2	2	28
Cc1ccc(C)n1-c1ncn[nH]1	1	-3	5	0.7	-9	5	-11	-4	6
COC(=O)c1ccc(OC(=O)CCc2cc(OC)c(OC)c(OC)c2)cc1	-9	1	22	0.3	6	12	4	-3	7
O=C1CC2(CCCCCC2)Oc2ccc(Cl)cc21	6	3	22	-2.7	-8	13	3	11	19
Cc1ccc(N(CC(=O)Nc2ccc(S(=O)(=O)N3CCOCC3)cc2)S(C)(=O)=O)cc1C	-6	0	12	-0.3	7	6	3	1	17
CCOC(=O)c1cc(C(=O)OCC)c(=O)[nH]c1C	10	2	-3	1.4	-20	6	-3	-4	10
CN1CCN(c2nc3ccccc3nc2NS(=O)(=O)c2ccc(Br)cc2)CC1	4	2	12	2.0	-5	2	-1	-1	19

Next compounds.
SMILES	CXCR6 block	XBP1 UPR activ	tim23-1 inh	CHOP UPR activ	EBI2 block	CCR6 antagonist	APJ antagonist	APJ agonist	Mdm2 MdmX PPI
Cn1c(SCC(=O)O)nc2ccccc2c1=O	0	-3	8	-1.5	6	9	17	-3	10
O=C1CSC(c2ccc(F)c(F)c2)N1c1ccccc1F (stereo unspecified)	-5	4	7	1.1	4	9	7	-3	19
CC(O)c1cc2c(cc1NC(=O)c1cnn3c1NC(c1ccco1)CC3C(F)(F)F)OCO2 (stereo unspecified)	-2	-3	7	-3.0	3	-15	21	1	24
CN(C)c1ccc(NC(=O)CN2CCN(c3ccc(F)cc3)CC2)cc1	2	-5	-10	-3.1	2	-3	9	-2	18
N#Cc1cc2c(nc1SCc1ccccc1)CCCC2=O	4	5	8	2.7	11	5	-18	7	-20
O=C(CN1CCCCC1)Nc1cccc(Oc2ccccc2)c1	11	2	2	-2.7	-12	6	-11	-3	-20
CCOC(=O)C1=NN(C(=O)c2ccco2)C2(CC2)C1	-3	-1	12	-1.9	-6	-4	0	0	-4
Cc1ccc(OCC(=O)N/N=C/c2cccn2C)cc1C	-18	0	5	-1.7	0	11	13	2	3
CC(C)/C=C(/C(=O)c1ccc(Cl)cc1Cl)n1cncn1	2	-7	41	3.8	-10	-1	-51	4	15
COCc1ccc(-c2c(-c3cccc(OC)c3)sc3ccc(OC)cc23)cc1	10	-2	-6	0.4	3	21	13	-5	-1
O=C(CSc1ccccc1)NCc1ccco1	2	7	16	1.2	4	0	2	1	6
COC(=O)c1ccc(NC(=O)Nc2ccc(C)cc2)cc1	-12	3	-25	-0.6	17	4	10	-4	-9
COC(C(=O)N/N=C(\C)CC(=O)Nc1ccc(Cl)cc1C)c1ccccc1 (stereo unspecified)	15	-4	15	1.4	3	7	-1	-4	7
C/C(=N\NC(=O)C(N)=O)c1ccc(OC(F)F)cc1	-6	6	18	-1.9	-13	7	-4	-9	3
CCNCc1ccc(OCc2ccccc2F)c(OC)c1	-13	-2	0	-0.6	-7	1	-4	0	15
CC(C)(CNC(=O)CNC(=O)c1ccc(Cl)cc1Cl)N1CCOCC1	8	-3	4	-0.3	4	-3	13	-1	17
CCCS(=O)(=O)N1CCN=C1SCc1cccnc1	-3	-3	13	-4.0	-1	-10	-13	-1	2
O=C(COC(=O)c1cc2ccccc2cc1O)c1ccccc1	1	-3	8	3.5	-7	7	4	-2	-17
CCOC(=O)C(NC(C)=O)(Nc1ccc(S(=O)(=O)Nc2onc(C)c2C)cc1)C(F)(F)F (stereo unspecified)	0	0	0	0.3	-8	-12	14	-2	-12
CCOc1ccc(S(=O)(=O)Nc2ccc(S(=O)(=O)N3CCCCC3)cc2)cc1	-2	-4	14	-1.4	-9	-19	10	-2	-20
Cc1cc(C)cc(NC(=O)Cn2nnc(C(=O)NCc3ccc4c(c3)OCO4)c2N)c1	1	8	-12	2.7	-4	13	2	-5	55*
CN(Cc1cc2ccccc2[nH]c1=O)C(=O)c1cccs1	5	-1	7	0.6	-7	0	7	-2	12
O=C(NCCc1c[nH]c2ccccc12)C1CCC(Cn2c(=S)[nH]c3ccccc3c2=O)CC1 (stereo unspecified)	5	2	9	3.9	35	25	7	-3	18
O=S(=O)(Nc1ccc(F)cc1)N1CCOCC1	-3	-5	3	0.4	-6	2	9	0	30
O=C(CCN1CCN(c2ccccc2)CC1)NNC(=S)Nc1ccccc1	-1	-4	14	-5.2	-3	7	15	-3	16

Single values from above.
Entry for CC(C)(CNC(=O)CNC(=O)c1ccc(Cl)cc1Cl)N1CCOCC1 in XBP1 UPR activ: -3
Entry for O=C1CSC(c2ccc(F)c(F)c2)N1c1ccccc1F (stereo unspecified) in tim23-1 inh: 7

The results go on:
SMILES	CXCR6 block	XBP1 UPR activ	tim23-1 inh	CHOP UPR activ	EBI2 block	CCR6 antagonist	APJ antagonist	APJ agonist	Mdm2 MdmX PPI
CSc1nnc(-c2ccc(S(=O)(=O)N3CCOCC3)cc2)n1C	6	-1	13	-1.2	-1	-5	5	-2	8
CCn1c(N)c(C(=O)NCc2cccnc2)sc1=S	0	2	-8	2.5	-5	10	22	-4	10
COc1ccc(NC(=O)N(C)C[C@H]2Oc3ccc(NC(=O)C4CCCCC4)cc3C(=O)N([C@H](C)CO)C[C@@H]2C)cc1	3	-2	10	-0.1	2	5	-4	-3	18
O=C(c1cc(Cl)nc2ccccc12)N1CCc2ccccc2C1	12	3	32	0.3	3	12	9	-3	-19
Cc1ccnc(SCC(=O)c2cc3ccccc3o2)n1	4	-1	4	19	-1	13	-5	-5	-8
CC(C)N(C)C(=O)CCc1nnc(CCc2c[nH]c3ccccc23)o1	-1	1	7	2.5	-17	2	7	-2	-8
CN(Cc1ccccc1)C(=O)c1ccc(Cl)c([N+](=O)[O-])c1	-12	0	-10	1.0	10	6	11	-5	-3
CCOc1ccccc1NC(=O)C(C)CC (stereo unspecified)	0	-2	-10	-2.0	4	5	-2	-1	-1
Cc1nc(SCC(=O)NCCc2ccc(Cl)cc2)nc(C)c1C	2	-1	28	1.6	4	10	16	-5	-6
CC1CN(CCCOc2ccc([N+](=O)[O-])cc2)CC(C)O1 (stereo unspecified)	-1	0	-20	-1.2	-4	0	-11	-3	2
C=Cn1cc[n+](CC(=O)c2ccc(OC)c(OC)c2)c1	1	-4	0	0.6	-3	1	-17	-3	6
O=C(c1ccncc1)N1CCN(c2ccc(F)cc2)CC1	-4	-3	12	-1.4	-4	-3	6	-2	-4
NNc1nc(-c2ccccc2)cs1	19	3	17	3.5	3	59*	30	-5	25
O=C(NNc1c2ccccc2nc2ccccc12)c1ccccc1O	26	3	-2	1.6	26	43	27	-5	37
O=C1c2ccccc2NC(c2ccccc2)N1CCCN1CCOCC1 (stereo unspecified)	6	-4	-4	-1.8	-7	2	16	-6	15
COc1cccc(-c2ncc3ccccc3c2COC(=O)N(C)C)c1	8	0	46	0.6	13	15	15	-3	3
COc1ccc(/C(C)=N/NC(=O)CNC(=O)Cc2ccccc2)c(OC)c1	-2	-1	4	-0.2	-6	-5	-7	5	5
COC(=O)c1[nH]c2c(c1C(=O)OC)CCc1ccccc1-2	1	2	29	-0.8	-2	-4	-11	-2	9
CS(=O)(=O)N1CCc2cc(C(=O)N3CCN(c4cccc(Cl)c4)CC3)ccc21	0	-5	28	2.5	-7	9	23	-3	-8
COc1ccc(/C=C(/NC(C)=O)C(=O)O)cc1	-7	-5	15	-2.4	6	-10	-19	-4	1
COc1ccc(-n2c(C)nc3c(cnn3-c3ccc(C)c(C)c3)c2=O)cc1	0	-2	25	1.9	11	-2	1	1	-55
COc1ccc(NC(=O)CSc2nc3c(c(=O)n2-c2ccc(F)cc2)SCC3)c(OC)c1	8	-7	28	0.3	-3	4	-5	-3	12
CC1(CCc2ccccc2)NC(=O)N(CC(=O)Nc2ccc3c(c2)OCCO3)C1=O (stereo unspecified)	-4	-1	-2	-1.5	-2	-4	0	-2	-9
